Assay outcomes as filed in PubChem BioAssay.
INS-1E_rescue = INS-1E beta cell protection from cytokine death. INS-1E cytokine-induced death, ATP luminescence, 48 h; normalised: neutral wells 0, positive control 100. AID 488910. protection from cytokine-induced ATP loss, % at 10 µM. actives 0.1% (n = 20,000);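 active means mean replicate protection from cytokine-induced ATP loss at least 50% and at least 75% of replicates each reaching 50%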
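Test system: INS-1E rat cells | Quantity: 8000 cells per well | Medium: Phenol-red-free RPMI with 5% fetal bovine serum | Reagent: Cytokine cocktail of IFN-γ, TNF-α and IL-1β | Doses: One compound concentration, pin transfer | Timing: 48 h co-treatment, 10 min post-lysis read | Technique: Luminescent ATP assay (CellTiter-Glo)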
T_cruzi_intra = inhibitors of intracellular Trypanosoma cruzi | intracellular Trypanosoma cruzi in host cells, plate reader | activity score (inhibition), % at 5.01 µM | actives 4.9% (n = 22,000) | AID 651903; in the data active means activity score above about 55%;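 further: parasites and compound incubated about four days before reading; 0% = median of neutral control wells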
The depositor's hits bear a star; · = not tested or not shown. No enrichment for hits; overall some 4.8% were active at least once.

SMILES INS-1E_rescue T_cruzi_intra
COc1ccc(NC(=O)N(C)C[C@@H]2Oc3ccc(NC(=O)CCN4CCOCC4)cc3CC(=O)N([C@H](C)CO)C[C@H]2C)cc1 7 -14
C[C@@H]1CN([C@@H](C)CO)C(=O)c2cccc(NS(=O)(=O)c3ccc(Cl)cc3)c2O[C@H]1CN(C)Cc1ccncc1 16 -12
COc1ccc(S(=O)(=O)Nc2ccc3c(c2)C(=O)N([C@H](C)CO)C[C@H](C)[C@@H](CN(C)Cc2ccc4c(c2)OCO4)O3)cc1 0 10
C[C@@H]1CN([C@H](C)CO)C(=O)c2cccc(NC(=O)Nc3ccc(F)cc3)c2O[C@H]1CN(C)S(=O)(=O)c1cccs1 5 21
O=C(N/N=C/c1cc(Br)c(O)c(Br)c1)c1ccccc1O -57 -13
C[C@@H]1CN([C@@H](C)CO)C(=O)c2cccc(NC(=O)C3CCOCC3)c2O[C@@H]1CN(C)Cc1ccc(C(F)(F)F)cc1 3 -4
C[C@H](CO)N1C[C@H](C)[C@H](CN(C)Cc2ccc(C(=O)O)cc2)Oc2ccc(NC(=O)NC3CCCCC3)cc2CC1=O 12 -34
COc1ccc(S(=O)(=O)Nc2ccc3c(c2)C(=O)N([C@H](C)CO)C[C@H](C)[C@@H](CN(C)C)OCCCC[C@@H](C)O3)cc1 6 -6
C[C@H](CO)N1C[C@H](C)[C@H](CN(C)CC2CCCCC2)Oc2c(NC(=O)Nc3cccc4ccccc34)cccc2C1=O -17 23
CNC[C@@H]1Oc2c(NS(=O)(=O)c3ccccc3)cccc2C(=O)N([C@H](C)CO)C[C@@H]1C 8 44
C[C@H]1CN([C@@H](C)CO)C(=O)CCCn2nncc2CO[C@H]1CN(C)S(=O)(=O)c1ccccc1C#N · -9
C[C@@H]1CN([C@@H](C)CO)C(=O)c2cccc(NS(=O)(=O)c3cccs3)c2O[C@H]1CN(C)C(=O)NC1CCCCC1 5 -5
COc1ccc(NC(=O)N(C)C[C@H]2Oc3ccc(NC(=O)C4CCCCC4)cc3C(=O)N([C@H](C)CO)C[C@H]2C)cc1 6 -15
C[C@@H]1CN([C@@H](C)CO)C(=O)c2cccc(NS(C)(=O)=O)c2O[C@@H]1CN(C)Cc1ccccc1 1 -26
C[C@H](CO)N1C[C@H](C)[C@H](CN(C)S(C)(=O)=O)Oc2ccc(N(C)C)cc2CC1=O 10 -24
C[C@@H]1CN([C@@H](C)CO)C(=O)c2cccc(NC(=O)c3ccncc3)c2O[C@@H]1CN(C)S(=O)(=O)c1ccc(Cl)cc1 2 13
COc1ccc(NC(=O)N(C)C[C@@H]2Oc3ccc(NC(=O)CCCCCC(=O)Nc4ccccc4N)cc3C(=O)N([C@H](C)CO)C[C@H]2C)cc1 -2 -28
COc1ccc(CN(C)C[C@H]2Oc3ccc(NC(=O)Nc4ccc(F)cc4)cc3C(=O)N([C@@H](C)CO)C[C@@H]2C)cc1 -10 3
C[C@H]1CN([C@@H](C)CO)C(=O)c2cccc(NC(=O)Nc3ccc(C(F)(F)F)cc3)c2O[C@@H]1CN(C)Cc1ccccc1 -19 8
C[C@@H]1CN([C@@H](C)CO)C(=O)Cc2cc(NC(=O)Cc3ccccc3)ccc2O[C@@H]1CN(C)C 7 -1
C[C@@H]1CN([C@H](C)CO)C(=O)c2cccc(NS(C)(=O)=O)c2O[C@H]1CN(C)Cc1ccc2c(c1)OCO2 11 -13
COc1ccc(S(=O)(=O)N(C)C[C@@H]2Oc3ccc(NS(=O)(=O)c4cn(C)cn4)cc3CC(=O)N([C@H](C)CO)C[C@@H]2C)cc1 10 -11
C[C@@H]1CN([C@@H](C)CO)C(=O)Cc2cc(NC(=O)Nc3ccccc3)ccc2O[C@@H]1CN(C)Cc1ccc(-c2ccccc2)cc1 -11 62*
Cc1ccc(S(=O)(=O)N(C)C[C@H]2Oc3ccc(NC(=O)CCC(F)(F)F)cc3C(=O)N([C@H](C)CO)C[C@@H]2C)cc1 3 5
C[C@@H]1CN([C@@H](C)CO)C(=O)c2cc(NC(=O)Nc3ccccc3)ccc2O[C@H]1CN(C)C(=O)Nc1ccc(F)cc1 7 -2
C[C@@H]1CCCCO[C@H](CN(C)S(=O)(=O)c2ccc(Cl)cc2)[C@@H](C)CN([C@H](C)CO)C(=O)c2cc(NC(=O)CCCCCC(=O)Nc3ccccc3N)ccc2O1 13 -4
C[C@H]1CN([C@@H](C)CO)C(=O)Cc2cc(NC(=O)Cc3ccccc3)ccc2O[C@@H]1CN(C)C(=O)Nc1ccc2c(c1)OCO2 21 -14
C[C@H]1CN([C@@H](C)CO)C(=O)c2cc(NC(=O)NC3CCCCC3)ccc2O[C@@H]1CN(C)C · -16
COc1ccc(NC(=O)Nc2ccc3c(c2)C(=O)N([C@H](C)CO)C[C@H](C)[C@@H](CN(C)C(=O)Nc2ccccc2)O3)cc1 1 -18
CNC[C@H]1Oc2ccc(NS(=O)(=O)c3cn(C)cn3)cc2CC(=O)N([C@@H](C)CO)C[C@H]1C 3 -27
Cc1noc(C)c1NC(=O)N(C)C[C@@H]1Oc2ccc(NC(=O)Cn3cnnn3)cc2C(=O)N([C@H](C)CO)C[C@@H]1C 7 -34
C[C@H]1CN([C@@H](C)CO)C(=O)c2cccc(NC(=O)Nc3ccc(F)cc3)c2O[C@H]1CN(C)C(=O)Nc1cccc2ccccc12 13 -21
C[C@@H]1CN([C@H](C)CO)C(=O)CCCn2nncc2CO[C@@H]1CN(C)C(=O)CCCN(C)C · -5
C[C@@H]1CCCCO[C@H](CN(C)S(=O)(=O)c2cn(C)cn2)[C@@H](C)CN([C@H](C)CO)C(=O)c2cc(NC(=O)Nc3ccc(F)cc3)ccc2O1 8 -10
C[C@H]1CN([C@@H](C)CO)C(=O)c2cccc(NS(=O)(=O)c3ccc(Cl)cc3)c2O[C@@H]1CN(C)C 4 -19
C[C@@H]1CN([C@@H](C)CO)C(=O)CCCn2cc(nn2)CO[C@@H]1CN(C)Cc1cccc2c1OCCCO2 4 -14
O=C(N/N=C/c1cc2ccccc2n1S(=O)(=O)c1ccccc1)c1ccccc1O 5 0
C[C@@H]1CN([C@@H](C)CO)C(=O)Cc2cc(NS(=O)(=O)c3cn(C)cn3)ccc2O[C@@H]1CN(C)Cc1ccc(-c2ccccc2)cc1 4 -18
C[C@@H]1CCCCO[C@H](CN(C)C(=O)Nc2ccccc2)[C@@H](C)CN([C@H](C)CO)C(=O)c2cc(NC(=O)Cc3ccccc3)ccc2O1 0 15
Cc1ccc(S(=O)(=O)N(C)C[C@@H]2Oc3ccc(NS(=O)(=O)c4ccc(Cl)cc4)cc3C(=O)N([C@H](C)CO)C[C@H]2C)cc1 · 5
C[C@@H]1CN([C@H](C)CO)C(=O)c2cc(NC(=O)c3ccncc3)ccc2O[C@H]1CN(C)C(=O)Nc1cccc2ccccc12 3 -18
C[C@@H]1CCCCO[C@H](CN(C)C(=O)Nc2ccc(F)cc2)[C@@H](C)CN([C@H](C)CO)C(=O)c2cc(NC(=O)Nc3cccc4ccccc34)ccc2O1 -7 28
COc1ccc(NC(=O)Nc2cccc3c2O[C@@H](CN(C)S(=O)(=O)c2cccs2)[C@@H](C)CN([C@H](C)CO)C3=O)cc1 9 11
C[C@@H]1CN([C@H](C)CO)C(=O)c2cc(NS(=O)(=O)c3cccs3)ccc2O[C@H]1CN(C)CC1CCCCC1 14 3
Cc1ccc(S(=O)(=O)Nc2ccc3c(c2)C(=O)N([C@H](C)CO)C[C@H](C)[C@@H](CN(C)S(=O)(=O)c2ccc(F)cc2)O3)cc1 · -8

Of the compounds above, 3 have a CF3 group.
SMILES INS-1E_rescue T_cruzi_intra
C[C@@H]1CN([C@@H](C)CO)C(=O)c2cccc(NC(=O)C3CCOCC3)c2O[C@@H]1CN(C)Cc1ccc(C(F)(F)F)cc1 3 -4
C[C@H]1CN([C@@H](C)CO)C(=O)c2cccc(NC(=O)Nc3ccc(C(F)(F)F)cc3)c2O[C@@H]1CN(C)Cc1ccccc1 -19 8
Cc1ccc(S(=O)(=O)N(C)C[C@H]2Oc3ccc(NC(=O)CCC(F)(F)F)cc3C(=O)N([C@H](C)CO)C[C@@H]2C)cc1 3 5

The listing picks up; the three compounds before the break are reprinted first.
SMILES INS-1E_rescue T_cruzi_intra
COc1ccc(NC(=O)Nc2cccc3c2O[C@@H](CN(C)S(=O)(=O)c2cccs2)[C@@H](C)CN([C@H](C)CO)C3=O)cc1 9 11
C[C@@H]1CN([C@H](C)CO)C(=O)c2cc(NS(=O)(=O)c3cccs3)ccc2O[C@H]1CN(C)CC1CCCCC1 14 3
Cc1ccc(S(=O)(=O)Nc2ccc3c(c2)C(=O)N([C@H](C)CO)C[C@H](C)[C@@H](CN(C)S(=O)(=O)c2ccc(F)cc2)O3)cc1 · -8
Cc1ccc(S(=O)(=O)N(C)C[C@H]2Oc3c(NC(=O)NC(C)C)cccc3C(=O)N([C@H](C)CO)C[C@@H]2C)cc1 12 -11
C[C@H](CO)N1C[C@H](C)[C@H](CN(C)Cc2ccc(Cl)c(Cl)c2)Oc2ccc(NS(=O)(=O)c3cccs3)cc2CC1=O -12 29
CC1=C(C/C=N/NC(=O)CCCCC(=O)NO)C(C)(C)CCC1 31 15
C[C@H](CO)N1C[C@H](C)[C@H](CN(C)S(=O)(=O)c2ccc(Cl)cc2)Oc2c(NC(=O)c3cnccn3)cccc2C1=O 10 12
C[C@H]1CN([C@@H](C)CO)C(=O)Cc2cc(NC(=O)Cn3cnnn3)ccc2O[C@@H]1CN(C)S(=O)(=O)c1ccc(Cl)cc1 0 4
COc1ccc(NC(=O)N(C)C[C@H]2OCCCC[C@@H](C)Oc3ccc(NC(=O)Nc4cccc5ccccc45)cc3C(=O)N([C@H](C)CO)C[C@@H]2C)cc1 2 -9
COc1ccc(S(=O)(=O)Nc2ccc3c(c2)CC(=O)N([C@H](C)CO)C[C@@H](C)[C@@H](CN(C)C(=O)NC2CCCCC2)O3)cc1 7 -6
C[C@H]1CN([C@@H](C)CO)C(=O)CCCn2cc(nn2)CO[C@@H]1CN(C)Cc1ccc(O)cc1 · -4
CC(C)NC(=O)N(C)C[C@@H]1Oc2c(NC(=O)CCCCCC(=O)Nc3ccccc3N)cccc2C(=O)N([C@H](C)CO)C[C@@H]1C 9 -36
Cc1noc(C)c1S(=O)(=O)Nc1ccc2c(c1)C(=O)N([C@H](C)CO)C[C@@H](C)[C@H](CN(C)S(=O)(=O)c1cccs1)O2 -3 6
COc1ccc(NC(=O)N(C)C[C@@H]2Oc3ccc(NC(=O)NC4CCCCC4)cc3CC(=O)N([C@H](C)CO)C[C@@H]2C)cc1 14 -32
COc1ccc(S(=O)(=O)Nc2cccc3c2O[C@@H](CN(C)Cc2ccc(C(=O)O)cc2)[C@H](C)CN([C@@H](C)CO)C3=O)cc1 12 -16
CC(C)NC(=O)N(C)C[C@H]1Oc2ccc(NC(=O)Nc3ccc(F)cc3)cc2C(=O)N([C@H](C)CO)C[C@@H]1C 4 -7
C[C@H]1CN([C@@H](C)CO)C(=O)Cc2cc(NC(=O)Cc3ccccc3)ccc2O[C@@H]1CN(C)Cc1ccc(C(F)(F)F)cc1 -6 58*
C[C@@H]1CCCCO[C@@H](CN(C)Cc2ccccc2)[C@@H](C)CN([C@H](C)CO)C(=O)c2cc(NS(=O)(=O)c3cn(C)cn3)ccc2O1 7 -25
C[C@@H]1CN([C@@H](C)CO)C(=O)c2cc(NC(=O)CCC(F)(F)F)ccc2O[C@H]1CN(C)C(=O)Nc1ccc2c(c1)OCO2 1 4
C[C@@H]1CN([C@@H](C)CO)C(=O)Cc2cc(NC(=O)CCN3CCOCC3)ccc2O[C@@H]1CN(C)Cc1ccccc1 2 -4
C[C@@H]1CN([C@H](C)CO)C(=O)Cc2cc(NC(=O)Nc3ccc4c(c3)OCO4)ccc2O[C@H]1CN(C)S(=O)(=O)c1cn(C)cn1 10 -22
Cc1ccc(S(=O)(=O)N(C)C[C@@H]2Oc3c(NC(=O)c4ccc(-c5nccs5)cc4)cccc3C(=O)N([C@H](C)CO)C[C@H]2C)cc1 0 0
C[C@@H]1CN([C@@H](C)CO)C(=O)c2cc(NS(=O)(=O)c3ccc(Cl)cc3)ccc2O[C@H]1CN(C)S(=O)(=O)c1cn(C)cn1 5 -12
C[C@H]1CN([C@@H](C)CO)C(=O)c2cccc(NC(=O)Nc3ccc(C(F)(F)F)cc3)c2O[C@H]1CN(C)Cc1ccc2c(c1)OCO2 -34 85*
Cc1ccc(S(=O)(=O)N(C)C[C@@H]2Oc3ccc(NC(=O)Nc4ccc(C(F)(F)F)cc4)cc3C(=O)N([C@H](C)CO)C[C@@H]2C)cc1 -58 26
C[C@@H]1CN([C@H](C)CO)C(=O)c2cccc(NC(=O)Nc3ccc4c(c3)OCO4)c2O[C@@H]1CN(C)Cc1ccc(C(=O)O)cc1 7 -13
C[C@H]1CN([C@@H](C)CO)C(=O)Cc2cc(NC(=O)Nc3cccc4ccccc34)ccc2O[C@@H]1CN(C)S(=O)(=O)c1cccs1 -2 -6
C[C@H](CO)N1C[C@H](C)[C@H](CN(C)C(=O)Nc2ccccc2)Oc2ccc(NC(=O)C3CC3)cc2CC1=O -4 -4
C[C@@H]1CN([C@@H](C)CO)C(=O)CCCn2nncc2CO[C@H]1CN(C)S(=O)(=O)c1ccccc1 · 7
